Screens from PubChem.
ERK EGF inh = inhibitors of EGF-stimulated ERK signaling pathway; HEK293-V1b, EGF-stimulated phospho-ERK AlphaScreen; 0.41% of 130,000 active; Potency, µM (top dose mostly 11.5 µM), for inactives: top-dose activity change, negative = inhibition, most hits filed as inhibitors; active = well fitted inhibition curve with a large enough effect; inconclusive = small, poorly fitted or top-dose-only effect, or effect the other way;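 also: plate controls were stimulated vehicle wells for no effect and unstimulated vehicle basal for full effect; nearly all actives have a fitted effect of over 55% in size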
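After overnight plating in 1% FBS, HEK293-V1b cells received test compound for half an hour, then a 5 min pulse of EGF (25 nM); ERK phosphorylation in lysates was read by bead-based AlphaScreen.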
Active calls of the source: *; ? = inconclusive; [ ] = another dose, or the depositor's remark. Potency is read from the fitted curve at half-maximal effect. This is a subset; count on the stated rates, not on these rows.

Compound,ERK EGF inh
Cn1c(N)c(C(=O)CSc2nc(N)cc(N)n2)c(=O)n(C)c1=O,0%
O=C(COC(=O)c1sc2ccccc2c1Cl)Nc1ncc(Cl)cc1Cl,-7%
N#Cc1cccc(Cn2cc(C(F)(F)F)ccc2=O)c1,7%[57.5 µM]
O=C(Nc1cccc(NC(=O)C2C3CC4OC(=O)C2C4C3)c1)c1ccccc1 (stereo not drawn),1%
C(=C\c1nc(N2CCCC2)c2ccccc2n1)/c1ccccc1,10%
O=C(Nc1ccc2[nH]c(=O)[nH]c2c1)c1c(F)c(F)c(F)c(F)c1F,3%
COc1ccccc1C(=O)OCCNC(=O)Cn1cnc2c1c(=O)n(C)c(=O)n2C,-5%
COc1ccccc1NC(=S)N(Cc1ccccn1)Cc1ccccc1Cl,5%

4 successive records from above:
Compound,ERK EGF inh
C(=C\c1nc(N2CCCC2)c2ccccc2n1)/c1ccccc1,10%
O=C(Nc1ccc2[nH]c(=O)[nH]c2c1)c1c(F)c(F)c(F)c(F)c1F,3%
COc1ccccc1C(=O)OCCNC(=O)Cn1cnc2c1c(=O)n(C)c(=O)n2C,-5%
COc1ccccc1NC(=S)N(Cc1ccccn1)Cc1ccccc1Cl,5%

More records follow:
Compound,ERK EGF inh
O=c1c2ccccc2cnn1Cc1n[nH]c(=S)n1-c1ccc(Cl)cc1,-9%
CCOC(=O)NC(=O)C(=CNNc1ncc(C(F)(F)F)cc1Cl)C(=O)NC(=O)OCC,2%
O=c1c2ccccc2sn1-c1nccs1,-13%
COc1ccc(C2C(C(=O)NCCN3CCOCC3)c3ccccc3C(=O)N2C2CCCCC2)cc1 (stereo not drawn),6%
O=C(N1CCCCC1)C12CC3CC(CC(C3)C1)C2,5%
CCOC(=O)C1CCN(Cc2cc(=O)n3c(-c4ccccc4)csc3n2)CC1,0%
COc1ccc(N2C(=O)CC(Sc3nnnn3-c3ccc(F)cc3)C2=O)cc1 (stereo not drawn),6%
O=C(COc1cccc2c1CCN(Cc1ccccc1F)C2=O)N1CCOCC1,3%
OC1CCCN(c2ncnc3c2nnn3Cc2c(F)cccc2Cl)C1 (stereo not drawn),0%
CCC(=O)Nc1ccc(-c2ccc(NC(=O)CC)c(OC)c2)cc1OC,0%
CCC(=O)NC(c1ccccc1OC)c1ccc2cccnc2c1O (stereo not drawn),?
CC1(C)COCN1S(=O)(=O)c1ccc(C(=O)Nc2nnc(-c3ccc(Cl)s3)o2)cc1,-3%
C=C1C2CC[C@]3(CCC4[C@@]5(C)CCC[C@@]4(CN(CCO)C5)[C@@H]3C2)[C@@H]1O (stereo partly drawn),-12%
CCc1nnc(NS(=O)(=O)c2ccc(N/C=C\C(=O)c3cccc4ccccc34)cc2)s1,2%
COc1cc(/C=C/C(=O)OCC(=O)N2CCN(S(=O)(=O)c3ccc(C)cc3C)CC2)ccc1O,5%
Cc1oc(-c2ccccc2)nc1C(=O)O,-10%

4 compounds from above, ordered by length of the SMILES, smallest number first:
Compound,ERK EGF inh
CCc1nnc(NS(=O)(=O)c2ccc(N/C=C\C(=O)c3cccc4ccccc34)cc2)s1,2%
CC1(C)COCN1S(=O)(=O)c1ccc(C(=O)Nc2nnc(-c3ccc(Cl)s3)o2)cc1,-3%
COc1cc(/C=C/C(=O)OCC(=O)N2CCN(S(=O)(=O)c3ccc(C)cc3C)CC2)ccc1O,5%
C=C1C2CC[C@]3(CCC4[C@@]5(C)CCC[C@@]4(CN(CCO)C5)[C@@H]3C2)[C@@H]1O (stereo partly drawn),-12%

Going on with the list:
Compound,ERK EGF inh
COc1cccc([C@@H]2Oc3ccc(OC)cc3C[C@H]2OC(=O)Nc2ccc(OC(F)F)cc2)c1,0%
O=c1c2ccccc2nc(-c2ccccc2)n1Cc1ccccc1,-7%
Cc1cccc(N2C(=O)C3CCC(c4ccccc4)CC3C2=O)c1 (stereo not drawn),10%
CCOc1ccc(CCNC(=O)CN2C(=O)NC(CCSC)C2=O)cc1OCC (stereo not drawn),6%
CC(=O)N1N=C(c2ccccc2)CC1c1cn(Cc2ccccc2)c2ccccc12 (stereo not drawn),0%
O=C(c1cccc(C(F)(F)F)c1)C1CCCN(C(=O)CCCn2cncn2)C1 (stereo not drawn),-6%
COc1ccccc1-n1c(N)c(C(=O)NCC2CCCO2)c2nc3ccccc3nc21 (stereo not drawn),4%
CC1CCc2c(sc3nc(CSc4nnnn4C)[nH]c(=O)c23)C1 (stereo not drawn),-18%[57.5 µM]
Cc1ccc(-c2[nH]c3ccccc3c2SCCNC(=O)c2ccc(S(=O)(=O)N3CCOCC3)cc2)cc1,0%
Cc1cc(C)n(CC(=O)N/N=C/c2ccc3c(c2)OCO3)n1,1%
COC(=O)C1=C(C)NC(=S)NC1c1ccc(OC(=O)c2ccco2)cc1 (stereo not drawn),-4%
CC(NC(=S)Nc1ccccc1)C(c1cccs1)N1CCOCC1 (stereo not drawn),-6%[57.5 µM]
O=C(Nc1nnc(C2CCCC2)s1)C1CCN(S(=O)(=O)c2ccc(Cl)cc2)CC1,2%
CC1CN(C(=O)Nc2ccc(F)cc2)C2(CCCCCC2)O1 (stereo not drawn),1%
O=C(NCC(c1cccs1)N1CCOCC1)c1ccc(Cl)c([N+](=O)[O-])c1 (stereo not drawn),-3%
CCOc1ccccc1C(=O)NCC(=O)OCC(=O)N1C(C)CCCC1C (stereo not drawn),-1%
CCOC(=O)CNc1c(-c2ccc(OC)cc2)nc2ccc(Cl)cn12,-3%
CCCCNC(=S)NNC(=O)c1c(Cl)c(C)nn1C,4%
CCCCC(CC)CNC(=O)Cn1c(=S)[nH]c2ncccc2c1=O (stereo not drawn),-1%
O=C(CC(c1ccccc1)C1CCCCC1=O)c1ccco1 (stereo not drawn),3%
CCN(CC)c1ccc(/C=C(\C#N)C(=O)NCc2ccccc2)cc1,?
O=C(N/N=C/c1ccsc1)c1ccccn1,3%
Cc1ccccc1C1CCCN(C(=O)c2cc(COc3c(F)cccc3F)on2)C1 (stereo not drawn),3%
CC1=C(C(=O)OC(C)C)C2(O)C(=O)c3ccccc3C2(O)N1 (stereo not drawn),4%

Among those listed so far, seven contain two or more sulfur atoms:
Compound,ERK EGF inh
O=c1c2ccccc2sn1-c1nccs1,-13%
CC1(C)COCN1S(=O)(=O)c1ccc(C(=O)Nc2nnc(-c3ccc(Cl)s3)o2)cc1,-3%
CCc1nnc(NS(=O)(=O)c2ccc(N/C=C\C(=O)c3cccc4ccccc34)cc2)s1,2%
CC1CCc2c(sc3nc(CSc4nnnn4C)[nH]c(=O)c23)C1 (stereo not drawn),-18%[57.5 µM]
Cc1ccc(-c2[nH]c3ccccc3c2SCCNC(=O)c2ccc(S(=O)(=O)N3CCOCC3)cc2)cc1,0%
CC(NC(=S)Nc1ccccc1)C(c1cccs1)N1CCOCC1 (stereo not drawn),-6%[57.5 µM]
O=C(Nc1nnc(C2CCCC2)s1)C1CCN(S(=O)(=O)c2ccc(Cl)cc2)CC1,2%

Next compounds.
Compound,ERK EGF inh
O=C(CSc1nc(-c2ccc(Cl)cc2)cs1)Nc1cccc([N+](=O)[O-])c1,?
O=C(Nc1ccc2nccnc2c1)c1ccco1,-1%
Cc1ccc(N2C(=O)c3cccc4c(N)ccc(c34)C2=O)c2cccnc12,-5%[57.5 µM]
CN(CCC1CCCCO1)C(=O)CCc1nnc(CCCCc2ccccc2)o1 (stereo not drawn),-5%
CC(C)C(=O)Nc1cccc(C(=O)NCc2ccc3c(c2)OCO3)c1,-2%
CC(c1ccon1)N(C)C(=O)CCc1nnc(Cc2ccc(-c3ccccc3)cc2)o1 (stereo not drawn),-10%
CCN(CC)c1ccc(CNCc2cccs2)cc1,?
CSC1=NCCN1C(=O)Cc1ccc(-c2ccccc2)cc1,-2%
Cc1ccc(C(=O)CC2(O)C(=O)N(C)c3ccccc32)s1 (stereo not drawn),?
CCNc1nc(Oc2ccc(C(=O)OC)cc2)nc(N(C)C)n1,8%
CCOC(=O)CSc1nnnn1-c1cccc2ccccc12,2%
CC(=O)c1cnc(SCC(=O)O)nc1C,-7%
O=C(/C(N=Nc1cccc(C(F)(F)F)c1)=C(/O)c1cccs1)C(F)(F)F,-8%[57.5 µM]
COc1ccc(OC)c(-c2csc(NC(=O)c3ccc(OCC4CCCO4)cc3)n2)c1 (stereo not drawn),4%
O=C(CCc1nc2ccccc2[nH]c1=O)OCC(=O)c1ccc(Cl)cc1,3%
COc1ccc(C(=O)CSc2nnnn2C)c(OC)c1,3%
CCNc1nc(NC(C)C)nc(N2CC(=O)N(CC(=O)OCC)C2=N)n1,9%
O=C(c1ccccc1)N1CCN(c2ccc([N+](=O)[O-])c(N3CCOCC3)c2)CC1,-3%
CNc1ncnc2c1ncn2[C@H]1C[C@H](OP(=O)(O)O)[C@@H](COP(=O)(O)O)O1,10%
Cc1c(C)c(C)c(CN2CCCC2)c(C)c1C,-5%[57.5 µM]
COC(=O)c1cccc(NC(N)=S)c1,-1%
O=C(CN1C(=O)c2ccc([N+](=O)[O-])cc2C1=O)Nc1nccs1,-10%
COc1ccc(S(=O)(=O)CCC(=O)N2CCN(c3ccc(F)cc3)CC2)cc1,-2%
NNC(=S)NCc1ccccc1,0%[57.5 µM]
CSc1ccccc1NC(=O)CN1CCN(Cc2ccccc2)CC1,0%
COc1cccc(C(c2nnnn2CC2CCCO2)N2CCN(C(=O)c3ccco3)CC2)c1OC (stereo not drawn),25%
CCOC(=O)c1cnc2ccccc2c1Nc1ccc2c(c1)OCCO2,?
O=[N+]([O-])c1ccccc1N/N=C1\CC2CC=CC12 (stereo not drawn),13µM*
CS(=O)(=O)N(CC(=O)NCCSc1ccccn1)c1cccc2ccccc12,9%
COc1cccc2c1OCC([C@@H]1C[C@H]3CN(Cc4cccc(Cl)c4)C(=O)[C@]34CCCN14)=C2,10%
COc1ccc(CCn2ccc(O)c(Cc3c(F)cccc3Cl)c2=O)cc1OC,-5%
O=C(Nc1ccccc1)c1cccc(C(F)(F)F)c1,0%
Cc1ccc(N(Cc2cc3ccccc3[nH]c2=O)C(=O)c2cccs2)cc1C,0%[57.5 µM]
Cc1ccc(-c2nc3ccccn3c2Nc2ccccc2)o1,0%
COC/C=C/C1=CC2=CC(=O)C(C)(OC(=O)C3CCCC3)C(=O)C2=CO1 (stereo not drawn),7%
COc1ccc(OCCCC(=O)Nc2ncn[nH]2)cc1,2%
CC1CCCN1CC#CC(O)(c1ccccc1)c1ccccc1 (stereo not drawn),4%[57.5 µM]
CCc1ccc(Nc2nnc(SCC(=O)NC(=O)c3cccn3C)s2)cc1,-10%
CCSc1oc(-c2cccs2)nc1S(=O)(=O)c1ccccc1,6%
C=Cn1c(C(=O)O)ccc1-c1ccc(OC)cc1,-7%
COc1cccc(NC2=C(C#N)C(=O)NC(c3cccc(OC)c3O)S2)c1 (stereo not drawn),-4%[57.5 µM]
NCC(=O)Nc1ccc(Cl)cc1C(=O)c1ccc[nH]1,22%[57.5 µM]
CSc1cccc(NC(=O)N2CCCC(CNS(=O)(=O)Cc3ccccc3)C2)c1 (stereo not drawn),-1%
COc1ccc2nc3sc(C(=O)NCCN4CCc5ccccc5C4)cc3cc2c1,-13%
CN1C(=S)SC(N(O)C(=O)Nc2ccc(Cl)c(Cl)c2)C1(C)C (stereo not drawn),6%
CCO[C@H]1OC(C(N)=O)=C[C@@H](c2ccc(Br)cc2)[C@@H]1CCCO,-4%[57.5 µM]
C/C(=N/OC(=O)CC(C)C)c1cc(-c2ccc(Cl)cc2)no1,2%
COc1ccc(NC(=O)c2ccccc2)c([N+](=O)[O-])c1,?
NCCCNCCSP(=O)(O)O,2%
CCN(CC)S(=O)(=O)c1cc(NC(=O)c2cc(-c3ccccn3)nc3ccccc23)ccc1C,-10%
COC(=O)c1sccc1NC(=O)c1sccc1C,8%
Cn1ccsc1=NC(=O)c1ccccc1F,-4%
CC(C)COc1ccc(C(=O)NC(Cc2c[nH]c3ccccc23)C(=O)NN)cc1 (stereo not drawn),-2%[57.5 µM]
Cc1ccc(S(=O)(=O)N2CCN(Cc3ccccn3)CC2)cc1,7%
COc1ccc(C(=O)N2CCOC23CCN(c2ncccn2)CC3)cc1,-12%
CN(Cc1cn[nH]c1-c1cc2ccccc2o1)CC1CCOCC1,-13%[57.5 µM]

Later entries
Compound,ERK EGF inh
Cc1ccccc1NC(=O)c1c(Cl)nc(C)c(Cl)c1C,-2%
COC(=O)CNC(=O)C1Cc2ccccc2CN1S(=O)(=O)c1cccs1 (stereo not drawn),9%[57.5 µM]
Cc1ccc(S(=O)(=O)N/N=C(\c2ccccc2)c2cccnc2)cc1,1%
NS(=O)(=O)c1ccc(CCNC(=O)CCCn2c(SCC(=O)N3CCCC3)nc3ccsc3c2=O)cc1,2%
O=C(Nc1ccccc1)C1=C[C@H](C2CCCCC2)C[C@H](OCc2ccc(CO)cc2)O1,0%[57.5 µM]
Cc1nccc(-c2ccc(-n3c(C)ccc3C)cc2)n1,0%
O=C(NC(=S)N1CCCCC1)c1csc([N+](=O)[O-])c1,29%[57.5 µM]
Cc1ccc(C(=O)Nc2sc3c(c2C#N)CCCCC3)cc1C,-3%
Cc1ccc2nc(C(Cl)(Cl)Cl)nc(N/N=C/c3ccncc3)c2c1,?
CCN1CCN(S(=O)(=O)c2ccc(Oc3ccccc3OC)cc2)CC1,-7%
Cc1ccccc1CNc1ccc(C(CC(N)=O)NC(=O)c2ccc(Br)cc2)cc1[N+](=O)[O-] (stereo not drawn),-11%[57.5 µM]
CN(C)c1c(N)[nH]c2c(c1=O)c(=O)n(C)c(=O)n2C,-2%
